Screening results (PubChem)
Tb MetRS inh – T. brucei MetRS inhibitors, primary screen, biochemical, luminescence; inhibition, % at 11.9 µM; methionyl-tRNA synthetase (Trypanosoma brucei brucei); purified T. brucei MetRS, ATP depletion, Kinase-Glo luminescence; 360,000 tested, 0.4% active; AID 624268, 2012;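 active = inhibition above a per-plate cutoff of the control wells' mean inhibition plus 3 SD, cut at about 5.5% in these data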;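 also: 0% = DMSO wells median and 100% = median of wells with control inhibitor compound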
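Dosing: 11.9 µM compound single dose, 0.9% DMSO; Assay system: purified T. brucei MetRS enzyme; Measured by: Kinase-Glo luciferase luminescence reporting remaining unconsumed ATP; Schedule: 15 min plus 2 h at 25 °C.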
bovine MsrA act – bovine MsrA enzyme activators, primary screen, biochemical, absorbance, HTS | Methionine sulfoxide reductase A (Bos taurus) | purified bovine MsrA, absorbance read-out | activation, % at 10.6 µM | 360,000 tested, 0.3% active; in the data active = activation above about 7.5%;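 also: 0% = vehicle and 100% = reference activator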
SKN-1 block – suppressors of acrylamide-induced Pgst-4::GFP reporter in worms, primary screen, SKN-1 inhibitor project, whole organism, uHTS, GFP/RFP fluorescence ratio, strain VP596; C. elegans VP596 Pgst-4::GFP/RFP ratio, 24 h; AID 624304, 2012; inhibition, % at 21.8 µM; 360,000 tested, 0.49% active;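 active = interference check ratio from 0.5 to 1.5 plus GFP to RFP signal ratio inhibition reaching or exceeding a fixed threshold, cut at about 30% in these data, passing the limit was not always enough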; also: some compounds called inactive have numbers as strong as hits
FAS TE block – FAS thioesterase domain inhibitors, primary screen, biochemical, fluorescence intensity, uHTS | AID 602261, 2012 | Fatty acid synthase (Homo sapiens), P49327 | recombinant FAS-TE, OMFH fluorogenic substrate, fluorescence endpoint | inhibition, % at 15 µM | 360,000 tested, 0.67% active;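 active = compounds whose normalised, plate-corrected inhibition of enzyme fluorescence in the single-dose primary screen is 50% or more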;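 also: 0% = DMSO with enzyme and 100% = substrate without enzyme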
Target sequence (P49327 whole entry, looked up, the tested form may be a part): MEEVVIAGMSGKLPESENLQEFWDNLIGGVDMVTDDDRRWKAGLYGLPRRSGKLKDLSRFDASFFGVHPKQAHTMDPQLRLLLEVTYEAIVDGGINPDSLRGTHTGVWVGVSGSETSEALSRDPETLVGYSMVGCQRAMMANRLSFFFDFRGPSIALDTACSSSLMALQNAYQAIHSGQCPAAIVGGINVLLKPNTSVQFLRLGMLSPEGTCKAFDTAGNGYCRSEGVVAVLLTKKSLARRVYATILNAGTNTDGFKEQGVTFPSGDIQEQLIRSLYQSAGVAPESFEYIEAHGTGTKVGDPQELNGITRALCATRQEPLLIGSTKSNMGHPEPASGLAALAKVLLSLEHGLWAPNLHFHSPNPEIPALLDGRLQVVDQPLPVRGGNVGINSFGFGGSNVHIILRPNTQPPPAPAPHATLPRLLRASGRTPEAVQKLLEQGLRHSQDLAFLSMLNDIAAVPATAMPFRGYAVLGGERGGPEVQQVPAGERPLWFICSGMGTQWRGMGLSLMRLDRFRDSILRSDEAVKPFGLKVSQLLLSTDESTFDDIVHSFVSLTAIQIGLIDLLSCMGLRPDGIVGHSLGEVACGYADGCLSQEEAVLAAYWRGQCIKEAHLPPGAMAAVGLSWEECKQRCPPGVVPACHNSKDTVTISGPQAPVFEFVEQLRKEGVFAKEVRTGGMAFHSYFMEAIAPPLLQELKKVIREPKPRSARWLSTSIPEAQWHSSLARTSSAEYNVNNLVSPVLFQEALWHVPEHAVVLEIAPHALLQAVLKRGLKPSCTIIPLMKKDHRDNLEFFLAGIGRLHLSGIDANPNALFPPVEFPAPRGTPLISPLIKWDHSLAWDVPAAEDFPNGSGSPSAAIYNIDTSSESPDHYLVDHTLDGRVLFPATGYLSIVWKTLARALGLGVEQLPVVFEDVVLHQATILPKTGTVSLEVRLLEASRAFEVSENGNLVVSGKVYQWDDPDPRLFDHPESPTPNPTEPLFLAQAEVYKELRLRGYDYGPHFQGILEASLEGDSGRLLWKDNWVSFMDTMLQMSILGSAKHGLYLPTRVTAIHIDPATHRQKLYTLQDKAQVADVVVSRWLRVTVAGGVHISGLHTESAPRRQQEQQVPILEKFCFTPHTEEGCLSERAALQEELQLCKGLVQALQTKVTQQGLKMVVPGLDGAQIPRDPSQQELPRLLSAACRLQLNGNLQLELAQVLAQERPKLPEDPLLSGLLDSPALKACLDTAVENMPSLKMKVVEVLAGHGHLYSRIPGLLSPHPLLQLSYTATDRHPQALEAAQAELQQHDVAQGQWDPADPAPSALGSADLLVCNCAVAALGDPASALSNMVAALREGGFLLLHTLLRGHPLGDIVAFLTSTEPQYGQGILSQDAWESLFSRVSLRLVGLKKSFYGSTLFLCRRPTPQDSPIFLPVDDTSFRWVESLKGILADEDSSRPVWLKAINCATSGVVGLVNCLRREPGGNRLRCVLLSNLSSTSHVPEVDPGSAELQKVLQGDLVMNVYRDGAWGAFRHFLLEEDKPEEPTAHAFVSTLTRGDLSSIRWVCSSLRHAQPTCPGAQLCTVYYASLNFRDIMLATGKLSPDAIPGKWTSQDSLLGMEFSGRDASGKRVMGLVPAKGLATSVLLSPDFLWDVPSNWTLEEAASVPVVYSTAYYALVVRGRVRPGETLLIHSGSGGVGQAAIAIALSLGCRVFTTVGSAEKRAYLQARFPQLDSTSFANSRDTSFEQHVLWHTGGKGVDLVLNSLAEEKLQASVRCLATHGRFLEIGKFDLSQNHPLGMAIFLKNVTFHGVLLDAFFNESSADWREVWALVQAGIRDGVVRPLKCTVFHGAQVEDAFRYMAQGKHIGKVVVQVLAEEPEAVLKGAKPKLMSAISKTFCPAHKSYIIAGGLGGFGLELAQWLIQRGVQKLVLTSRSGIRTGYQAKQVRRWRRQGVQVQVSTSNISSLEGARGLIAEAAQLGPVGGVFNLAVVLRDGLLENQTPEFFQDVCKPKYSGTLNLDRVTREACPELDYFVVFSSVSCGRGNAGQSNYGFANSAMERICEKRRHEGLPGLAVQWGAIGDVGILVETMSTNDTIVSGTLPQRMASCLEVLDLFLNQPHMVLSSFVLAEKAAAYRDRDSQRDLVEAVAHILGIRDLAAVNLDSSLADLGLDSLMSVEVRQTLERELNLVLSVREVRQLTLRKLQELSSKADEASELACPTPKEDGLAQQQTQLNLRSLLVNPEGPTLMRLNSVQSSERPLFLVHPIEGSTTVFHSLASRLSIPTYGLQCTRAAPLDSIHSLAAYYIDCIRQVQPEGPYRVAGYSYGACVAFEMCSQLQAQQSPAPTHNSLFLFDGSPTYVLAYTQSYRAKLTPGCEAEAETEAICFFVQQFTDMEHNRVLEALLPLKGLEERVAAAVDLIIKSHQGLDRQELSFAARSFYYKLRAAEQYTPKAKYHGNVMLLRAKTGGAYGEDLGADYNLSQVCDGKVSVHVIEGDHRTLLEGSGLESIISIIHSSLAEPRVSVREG
NRP1-CendR mod – modulators of CendR peptide binding to NRP-1, primary screen, biochemical, fluorescence polarization, uHTS; 360,000 tested, 0.85% active; FAM-RPARPAR peptide binding to NRP-1; Neuropilin-1 (Homo sapiens), O14786; inhibition, % at 25 µM;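 active = inhibition or corrected inhibition above about 18%, plus a signal ratio from 0.5 to 1.5, limit read from the data, passing the limit was not always enough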; also: strong numbers were not always called active
PABP1 MLLE inh – inhibitors of PABP1 MLLE–PAM2 peptide binding, primary screen, biochemical, fluorescence polarization, FITC-PAM2, GST-MLLE; 360,000 tested, 0.36% active; Polyadenylate-binding protein 1 (Homo sapiens), P11940; AID 588489, 2011; inhibition, % at 20 µM; in the data active = inhibition above about 35%, passing the limit was not always enough;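 also: plate controls were DMSO wells with GST-MLLE for no effect and wells lacking GST-MLLE protein for full effect; some results filed as inactive read as strong as hits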
eLon inh – inhibitors of E. coli Lon protease, primary screen, biochemical, fluorescence polarization; inhibition, % at 7.94 µM; P0A9M0; purified E. coli Lon protease; 360,000 tested, 0.42% active; AID 602123, 2011; in the data active = inhibition above about 13%, passing the limit was not always enough;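 also: 0% = enzyme with probe and DMSO and 100% = no enzyme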
MsrA inh – bovine MsrA enzyme inhibitors, primary screen, biochemical, absorbance, HTS; Methionine sulfoxide reductase A (Bos taurus); purified bovine MsrA, absorbance read-out; inhibition, % at 15.5 µM; 360,000 tested, 0.75% active; in the data active = inhibition above about 4.5%;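 also: 0% = vehicle wells with enzyme and 100% = reference inhibitor wells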
MT1-MMP act inh – blockers of MT1-MMP proenzyme processing, primary screen, HT1080 RFP-PRO-GFP cells, GFP/RFP fluorescence. Matrix metalloproteinase-14 (Homo sapiens), P50281. GFP/RFP ratio fluorescence, overnight; percent of plate control window, DMSO zero. GFP/RFP ratio change, % at 20 µM. 360,000 tested, 0.061% active. AID 651647, 2012;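 active = GFP/RFP ratio change of at least 30% with cell ATP level not reduced by more than half and red fluorescence within 50% of control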; also: strong numbers were not always called active
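Assay system: RFP-PRO-GFP reporter HT1080 cells; read-out basis: GFP/RFP fluorescence ratio; benchmarks: DMSO wells and RFP-L50D-GFP cells; doses: 20 µM single dose, 1% DMSO; schedule: overnight cell settling, then overnight compound exposure, 37 °C, 5% CO2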
Active calls of the source: *; . = not tested or not shown. Compounds as they come. About 4% of those tested had a hit in this group.

SMILES	Tb MetRS inh	bovine MsrA act	SKN-1 block	FAS TE block	NRP1-CendR mod	PABP1 MLLE inh	eLon inh	MsrA inh	MT1-MMP act inh
CCCCOC(=O)Nc1nc(CC(=O)OCC)cs1	-1.7	-10	-7	-9	1	-7	-1	0.1	-3
O=S(=O)(NC1=NCCCCC1)c1ccc(F)cc1F	0.6	-1	1	-4	18	6	-6	1.2	0
Cc1oc(-c2ccccc2)nc1C(=O)OCC(=O)NCc1ccc(F)cc1	0.1	-2	31	-2	-10	-11	12	-0.5	2
O=C(Cc1ccc(Cl)cc1)NCCS(=O)c1ccc(Cl)cc1 (stereo unspecified)	-0.1	2	5	4	16	-20	-2	-0.1	2
COc1cccc(C(=O)Nc2cc(S(=O)(=O)N3CCCCC3)ccc2OC)c1	0.1	-5	3	21	-7	-4	0	1.3	4
Cc1nn2c(=O)cc(CSCC(=O)Nc3ccccc3F)nc2s1	0.2	-3	0	-6	8	-9	9	0.7	-1
N/C(=N\OC(=O)C1CCCCC1)c1ccncc1	-0.1	-2	3	-4	0	-5	11	0.8	-4
COc1cccc(Nc2nnc(Cc3cccnc3)c3ccccc23)c1	-0.9	-7	-7	-1	7	-11	12	2.7	-4
N#C/C(=N\Nc1cccc2ccccc12)c1nnc2n1CCCCC2	-0.1	-3	-6	18	-38	1	-28	-1.0	0
Cc1cc(C)cc(N(CCC(=O)Nc2nnc(C)s2)S(=O)(=O)c2ccc(Cl)cc2)c1	-0.9	-4	5	-9	1	-4	1	0.1	-8
CC(C)(C)C1CCC2(CC1)C(C#N)=C(SCC(=O)Nc1ccccc1)NC(=O)C2C#N (stereo unspecified)	0.2	-3	-3	34	12	34	-5	0.5	-6
CC(=O)Nc1ccc(NC(=O)COC(=O)c2ccccc2SCC(=O)N2CCCC2)cc1	-0.4	-6	9	-8	3	29	7	0.4	3
CN(CCC#N)C(=O)CSc1nnc(-c2ccco2)n1N	-0.6	-2	-11	-3	-4	-22	-1	-0.4	0
Cc1nc2ccccc2c2oc(C(=O)Nc3ccc(C(C)C)cc3)cc12	-2.3	-12	0	27	-8	-9	-1	0.0	9
COc1ccccc1N(CC(=O)NC1CCCCC1)C(=O)CCC(=O)Nc1ccccn1	0.0	-2	5	-4	-11	9	0	-0.4	0
COc1ccc(OC)c(S(=O)(=O)N2CCC(C(=O)NCC3CCCO3)CC2)c1 (stereo unspecified)	-2.0	-6	6	-7	-1	-18	32*	-0.6	-2
Cn1c(=O)n(C)c2cc(/C=N/NC(=O)c3cccc(Br)c3)ccc21	0.1	-3	1	-3	-1	-7	0	1.4	7
CCc1cc(CNC(=O)C2CCC(=O)N(CCc3cccc(F)c3)C2)on1 (stereo unspecified)	-0.1	-3	2	-7	21	1	-18	0.4	0
N#Cc1c(NC(=S)NC(=O)C2CCCC2)sc2c1CCCCC2	-0.2	0	14	16	-15	-5	-9	0.4	-8
COc1ccc(CN(C)S(=O)(=O)c2nnc(NC(=O)c3cccc(OC)c3)s2)cc1	-0.1	-4	18	6	-16	-18	0	1.5	5
c1ccc(-n2ncc3c2ncn2nc(CSc4nc5ccccc5s4)nc32)cc1	-0.6	-1	9	-3	5	-4	-1	-1.3	1
Cc1ccc(NC(=O)COC(=O)CCc2nc3ccccc3n2-c2ccccc2)c(C)c1	0.7	-3	-12	-12	-13	3	-1	0.3	0
CCOc1ccccc1CNS(=O)(=O)c1cc(-c2cc(C)no2)ccc1OC	0.1	-3	9	7	8	-2	2	-0.8	-1
CC[C@@H](C)[C@H](CN[C@H](CNC)[C@@H](C)O)NCCc1ccc(OC)cc1	-0.1	-2	-5	-15	12	0	-8	-0.3	4
CCNCC(=O)N1c2ccccc2CCc2ccc(NC(=O)OCC)cc21	-1.6	-5	-5	-5	-3	-5	10	.	0
The results go on.
SMILES	Tb MetRS inh	bovine MsrA act	SKN-1 block	FAS TE block	NRP1-CendR mod	PABP1 MLLE inh	eLon inh	MsrA inh	MT1-MMP act inh
COc1ccccc1C1=NC(c2ccc(F)cc2)N=C1C (stereo unspecified)	-0.7	-10	11	4	4	20	-1	0.4	3
CCCCNc1nc2c(c(=O)n(C)c(=O)n2C)n1Cc1cccc(OC)c1	0.1	-3	-20	2	6	0	-6	0.2	-5
CCC(c1nnnn1Cc1cccs1)N1CCN(C2CCCC2)CC1 (stereo unspecified)	-0.4	-2	8	-6	13	-9	5	0.6	1
CN1C2C(Br)CCCCN2c2ccc(F)cc2S1(=O)=O (stereo unspecified)	-0.4	-3	2	5	-2	-4	8	0.2	-6
CNC(=O)c1c(Cl)cnn1-c1ccc(C)cc1	-0.2	-1	3	-4	-2	18	2	0.1	3
Oc1c(Cl)cc(Oc2cc(Cl)c(O)c(CN3CCOCC3)c2)cc1CN1CCOCC1	-0.2	8.7*	22	20	-2	-1	-4	0.3	-6
CCN1CCN(c2cc(C)c3cc(NC(=O)c4cc(OC)cc(OC)c4)ccc3n2)CC1	-0.6	-2	-12	1	-9	-6	-8	0.1	6
CC(C)OC(=O)c1c(F)c(F)c(N2CCOCC2)c(F)c1F	-0.2	-1	11	-5	18	9	-9	0.0	-3
CC1(C)CC2CC(C)(CN2C(=O)COC(=O)c2n[nH]c(=O)c3ccccc23)C1 (stereo unspecified)	-0.2	1	7	4	4	-17	7	-0.1	2
Cc1ccc(S(=O)(=O)N(C)C)cc1NC(=O)CCNC(=O)c1ccccc1Cl	-0.1	-2	-5	-16	-1	0	-6	0.4	3
O=C(CSc1cc(Cl)ccc1Cl)NCC1CCCO1 (stereo unspecified)	-0.2	-3	-3	-6	8	1	7	-0.6	-5
CC(C)C(=O)N1CCN(c2ccccc2NC(=S)NC(=O)Cc2ccccc2)CC1	0.0	-2	-2	17	6	15	-4	0.3	-26
Cc1ccc(S(=O)(=O)N2CC=C(c3c(C)n(C)c4ccccc34)CC2)cc1	0.0	0	52*	22	-34	7	2	-1.5	13
O=C(CCc1nnc2n(Cc3ccc(F)cc3)c(=O)c3ccccc3n12)NCCCN1CCOCC1	0.4	-2	1	3	0	-1	-2	0.0	-1
COc1ccc(C2NC(Cc3ccccc3)(C(=O)O)C3C(=O)N(c4ccccc4OC)C(=O)C23)cc1 (stereo unspecified)	-1.8	-8	4	-8	2	7	7	-0.4	-9
COc1ccc(N2CCN(C(=O)C(=O)c3cn(CC(=O)N4CCCC4)c4ccccc34)CC2)cc1	0.0	-2	0	-4	-4	4	-4	0.0	1
Cc1cc(C)c(NC(=O)Cn2nnc(C(=O)Nc3ccc(F)cc3F)c2N)c(C)c1	0.1	0	4	-5	-5	8	4	0.0	-1
Cc1nnn(C23CC4CC(CC(CC(=O)Nc5ccc(C)c(C)c5)(C4)C2)C3)n1	0.2	-3	7	6	-7	-13	5	-0.4	-2
O=C(Nc1ccc([N+](=O)[O-])cc1Br)c1cc2ccccc2nc1Cl	-0.2	-2	3	-3	-3	11	-1	0.5	-2
COc1ccc(S(=O)(=O)N2CCOCC2)cc1NC(=O)c1ccncc1	0.0	-3	-7	-5	-2	-3	-18	-0.2	-2
CCCCCn1c(=O)[nH]c2cc(C(=O)N3CCN(Cc4ccc5c(c4)OCO5)CC3)ccc2c1=O	-2.6	-5	-2	-2	9	1	-9	-0.3	6
O=C(NCc1cccnc1)c1ccc(NS(=O)(=O)c2cccc([N+](=O)[O-])c2)cc1	-0.2	-3	0	-2	-4	7	7	0.4	2
CCNNC(=O)C(O)(Cc1ccccc1)Cc1ccccc1	-0.8	-1	5	-5	4	12	-2	0.2	1
O=C(CSc1ccccn1)c1ccc(F)cc1	0.2	1	5	-6	-2	23	-2	-1.1	-1
Cc1ccc(NC(=O)C(C)Sc2nc(=O)cc(N)n2-c2ccccc2)cc1 (stereo unspecified)	-0.3	-4	-5	-4	-1	15	6	-1.2	0
The results go on.
SMILES	Tb MetRS inh	bovine MsrA act	SKN-1 block	FAS TE block	NRP1-CendR mod	PABP1 MLLE inh	eLon inh	MsrA inh	MT1-MMP act inh
CCOc1cc(/C=N\NC(=O)Cn2nc([N+](=O)[O-])cc2C)ccc1OCc1cccc2ccccc12	-0.5	-8	-8	17	4	-3	-8	3.7	5
CC1Cc2ccccc2N1C(=O)COC(=O)c1ccc(O)cc1 (stereo unspecified)	-1.5	-7	-13	-3	-2	-23	3	0.9	1
O=C(Oc1cccc2cccnc12)c1ccc(Br)o1	-0.9	-4	13	-11	-16	7	1	0.1	-2
COc1ccc(-c2cc(C(=O)NCCc3ccc(S(N)(=O)=O)cc3)c3ccccc3n2)cc1	0.0	-2	-7	2	-5	13	-4	0.1	-2
CCOC(=O)CSCc1nc(-c2ccc(Cl)cc2)oc1C	-0.8	-4	-6	2	14	-1	-11	0.9	4
O=C(Nc1cccc(C(F)(F)F)c1)Nc1ccc(N2CCCC2)c(S(=O)(=O)Nc2ccccc2Cl)c1	0.0	-6	6	28	-3	9	-4	0.4	-36
CCOC(=O)C1CCN(C(=O)c2cc3cc4ccc(C)cc4nc3o2)CC1	0.1	0	-10	55*	3	0	-3	3.4	5
O=C(OCC(=O)c1cccs1)c1cccc(C(=O)OCC(=O)c2cccs2)n1	-0.3	3	0	1	-1	7	-2	-0.3	-7
S=C(NCc1ccc(Cl)cc1)NC12CC3CC(CC(C3)C1)C2	-0.3	-2	22	31	-15	-18	7	0.6	-5
O=C(N/N=C/c1cccc(O)c1)c1ccc(NC(=O)c2cccc([N+](=O)[O-])c2)cc1	4.0	-9	4	9	1	-3	3	1.4	4
Cc1oc(-c2ccc3ccccc3c2)nc1CN(C)C(C)c1ccncn1 (stereo unspecified)	-0.5	-4	15	9	3	5	-5	0.5	-1
Cc1ccc2c(NC(=O)C3CC3)cccc2n1	-0.9	-2	11	-7	5	-9	1	-0.7	2
CCOC(=O)c1cc(CC)sc1NC(=O)c1cc(OCC)c(OCC)c(OCC)c1	-0.9	-6	8	27	-12	34	-4	0.2	-8
O=C(N/N=C/CCc1ccccc1)c1ccccc1	-1.2	-10	-24	-14	2	8	2	3.0	-5

Fetched one by one from above, 4 records:
SMILES	Tb MetRS inh	bovine MsrA act	SKN-1 block	FAS TE block	NRP1-CendR mod	PABP1 MLLE inh	eLon inh	MsrA inh	MT1-MMP act inh
CC1Cc2ccccc2N1C(=O)COC(=O)c1ccc(O)cc1 (stereo unspecified)	-1.5	-7	-13	-3	-2	-23	3	0.9	1
COc1ccc(-c2cc(C(=O)NCCc3ccc(S(N)(=O)=O)cc3)c3ccccc3n2)cc1	0.0	-2	-7	2	-5	13	-4	0.1	-2
Cc1ccc2c(NC(=O)C3CC3)cccc2n1	-0.9	-2	11	-7	5	-9	1	-0.7	2
O=C(N/N=C/c1cccc(O)c1)c1ccc(NC(=O)c2cccc([N+](=O)[O-])c2)cc1	4.0	-9	4	9	1	-3	3	1.4	4
